Screening data: PubChem, National Center for Advancing Translational Sciences (NCATS)
D2 antagonist: D2 dopamine receptor (human) antagonism; P14416; HEK293 TREx D2 cells, calcium flux, dopamine EC80; 340,000 compounds, 2% hits; inhibition, % at 10 µM; AID 485344; in the data active = inhibition above about 30%; note: 0% is about no effect
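Overnight-induced (tetracycline, 30 C) HEK293 T-REx cells carrying force-coupled D2 receive a no-wash calcium dye, then compound, then EC80 dopamine at 180 s; signals are read kinetically throughout.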
USP1 inh: blocks the human USP1/UAF1 deubiquitinase complex | recombinant USP1/UAF1, Ub-Rhodamine cleavage fluorescence | Potency, µM (top dose mostly 57.1 µM), for inactives: top-dose activity change, negative = inhibition, usual class: inhibitors | 390,000 compounds, 0.23% hits | AID 743255; note: potency is the fitted concentration of half-maximal effect; % is set by controls: 0 for no effect and ±100 for the full control effect; nearly all actives have a fitted effect of over 60% in size; inactives centre near -12
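Step one: compound is pinned into 1nM USP1/UAF1 in HEPES pH 7.8 buffer with TCEP. Step two: 15 min room-temperature incubation. Step three: Ub-Rho (150nM final) starts cleavage, tracked by fluorescence over six one-minute reads.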
TrxR1 substrate: rat thioredoxin reductase 1 substrate activity | 390,000 compounds, 0.01% hits | AID 588456 | purified TrxR1 substrate turnover, NADPH consumption readout | Potency, µM (highest dose often 114 µM), inactives show at the top dose activity change, negative = substrate turnover; note: potency is the fitted concentration of half-maximal effect; % is set by controls: 0 for no effect and ±100 for the full control effect; nearly all actives have a fitted effect of over 50% in size
Target sequence (O89049 whole entry, looked up): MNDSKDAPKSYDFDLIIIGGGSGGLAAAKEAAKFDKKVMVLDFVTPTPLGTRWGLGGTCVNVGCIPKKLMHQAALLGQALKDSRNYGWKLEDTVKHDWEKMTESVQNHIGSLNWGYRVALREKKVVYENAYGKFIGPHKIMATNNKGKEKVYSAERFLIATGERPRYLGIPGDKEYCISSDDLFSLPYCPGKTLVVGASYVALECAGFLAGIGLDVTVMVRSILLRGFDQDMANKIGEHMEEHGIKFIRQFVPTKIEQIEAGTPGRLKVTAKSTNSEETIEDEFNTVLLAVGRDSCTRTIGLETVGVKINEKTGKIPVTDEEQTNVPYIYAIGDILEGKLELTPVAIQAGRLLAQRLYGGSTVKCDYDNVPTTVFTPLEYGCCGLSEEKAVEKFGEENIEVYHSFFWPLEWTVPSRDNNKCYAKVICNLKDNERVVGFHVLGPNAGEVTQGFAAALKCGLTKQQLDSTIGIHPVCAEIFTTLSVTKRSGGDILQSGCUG
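Rat TrxR1, dispensed at 90 nM, was prereduced with 400 uM NADPH (final) for 5 min at ~22 deg C, then incubated with compound 15 min before 400 uM selenite. A first-read NADPH fluorescence drop versus no-compound background flagged substrates.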
TRHR PAM: allosteric enhancers of human TRH receptor; 360,000 compounds, 0.66% hits; enhancement, % at 2 µM; TRHR cells, fluo-8 calcium fluorescence, EC20 TRH enhancement; P34981; in the data active = enhancement above about 30%; note: 0% is about no effect
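TRHR-expressing cells loaded with fluo-8 calcium dye were read kinetically (ex 480/em 530) during compound addition, then stimulated with an EC20 of TRH (10 nM final). Enhancement of the Gq-mediated intracellular calcium response was scored.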
D2 ag: activates the human D2 dopamine receptor | P14416 | HEK293 T-REx D2 cells, calcium flux agonist mode | activation, % at 2 µM | 340,000 compounds, 0.53% hits | AID 485358;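 active = activation over 3 SD above normal in the single-dose calcium agonist read, cut at about 30% in these data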; note: 0% is about no effect
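In this primary screen, compounds producing a positive calcium signal within 180 s of addition to tetracycline-induced, force-coupled HEK293 Trex D2 cells are flagged; cells are dye-loaded with a no-wash calcium kit beforehand.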
mIDH1 inhibitor: human IDH1 R132H inhibition; IDH1-R132H enzyme, NADPH consumption, diaphorase/resazurin fluorescence; 390,000 compounds, 0.093% hits; Potency, µM (top dose mostly 76.6 µM), for the others: top-dose activity change, negative = inhibition, usual class: inhibitors; AID 602179; note: potency is the fitted concentration of half-maximal effect; % is set by controls: 0 for no effect and ±100 for the full control effect; nearly all actives have a fitted effect of over 65% in size
Target sequence (O75874 whole entry R132H, stated change not applied): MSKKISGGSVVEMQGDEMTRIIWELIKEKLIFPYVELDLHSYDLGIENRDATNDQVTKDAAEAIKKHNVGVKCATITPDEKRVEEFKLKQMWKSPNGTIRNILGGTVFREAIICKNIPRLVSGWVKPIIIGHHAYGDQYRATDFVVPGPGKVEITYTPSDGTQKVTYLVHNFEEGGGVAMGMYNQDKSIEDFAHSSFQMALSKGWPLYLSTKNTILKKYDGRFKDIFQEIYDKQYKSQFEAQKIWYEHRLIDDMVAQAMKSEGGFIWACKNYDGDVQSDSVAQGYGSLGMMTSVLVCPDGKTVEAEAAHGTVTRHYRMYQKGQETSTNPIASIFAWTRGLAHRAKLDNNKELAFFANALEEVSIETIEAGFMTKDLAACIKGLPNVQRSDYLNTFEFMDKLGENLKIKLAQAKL
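IDH1-R132H (0.5 ug/mL dispensed) in pH 7.5 Tris buffer was preincubated 30 min with compound, then given a substrate mix of 0.016 mM NADPH and 2 mM alpha-KG for 80 min at room temperature; remaining NADPH was read by diaphorase/resazurin fluorescence.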
TRHR ag: TRH receptor (human) agonism; P34981; TRHR cells, calcium flux fluo-8, FDSS agonist mode; activation, % at 2 µM; 360,000 compounds, 0.18% hits; AID 493084; in the data active = activation above about 30%; note: 0% is about no effect
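In this calcium-flux screen, cells bearing human TRHR are dye-loaded with fluo-8, baselined for 10 cycles, then exposed to library compounds; positive kinetic calcium responses during the agonist phase mark hits, with TRH as control.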
TrxR1 inh: inhibitors of rat thioredoxin reductase 1. O89049. recombinant rTrxR1, NADPH fluorescence consumption, selenite substrate. Potency, µM (series often up to 114 µM), for inactives: top-dose activity change, negative = inhibition, actives largely listed as inhibitors. 390,000 compounds, 1% hits. AID 588453; note: potency is the fitted concentration of half-maximal effect; % is set by controls: 0 for no effect and ±100 for the full control effect; nearly all actives have a fitted effect of over 65% in size
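Rat TrxR1 (90 nM in the dispensed reagent) was pre-reduced with 400 uM NADPH for 5 min at room temperature, then incubated with compound for 15 min. After 400 uM selenite was added, NADPH fluorescence (Ex 340/Em 450 nm) was followed for 8 min.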
Pin1 inhibitor: blocks the human prolyl isomerase Pin1 | Q13526 | Pin1 FP peptide displacement, HiFluor488, 10 min | Potency, µM (top dose mostly 115 µM), without a hit: at the highest dose activity, negative = inhibition, hits mostly inhibitors | 390,000 compounds, 0.009% hits | AID 504891; active = well fitted inhibition curve with a large enough effect in the polarisation, with a control signal flat, not every such curve was filed as active; inconclusive = small, poorly fitted or top-dose-only effect, or effect the other way, or a change in a side signal; inactive = no such curve, though single readings can be large or run the other way; the % refers to the polarisation; note: potency is the fitted concentration of half-maximal effect; % is set by controls: 0 for no effect and ±100 for the full control effect
Numbers without * were called inactive; ? = inconclusive; nt = no result given; [ ] = another dose, or the depositor's remark. Unless noted, calls come from the whole dose curve; as a rule, active = well fitted inhibition curve with a large enough effect; inconclusive = small, poorly fitted or top-dose-only effect; inactive = no such curve, though single readings can be large or run the other way.

Assay codes: A = D2 antagonist; B = USP1 inh; C = TrxR1 substrate; D = TRHR PAM; E = D2 ag; F = mIDH1 inhibitor; G = TRHR ag; H = TrxR1 inh; I = Pin1 inhibitor
1) O=C(CCN1C(=O)c2ccc([N+](=O)[O-])cc2C1=O)Nc1cccc(O)c1
  A = -13	B = -17%	C = -11%	D = 3	E = -0.5	F = 7%	G = 0.2	H = -34%	I = 2%

2) COc1ccc(C2NC(=S)NC3=C2N2CCC3CC2)cc1 (stereo unspecified)
  A = -17	B = 4%	C = 9%[57.1 µM]	D = 2	E = -0.3	F = 11%	G = -1.7	H = 1%[57.1 µM]	I = 6%

3) CCOC(=O)Cn1nc(-c2ccccc2)c2cnc3ccc(CC)cc3c21
  A = 5	B = -19%	C = 41%[activator][57.1 µM]	D = 0	E = -2.0	F = 10%	G = -0.6	H = 42%[activator][57.1 µM]	I = 6%

4) CCOC(=O)N1CCN(C(=O)CSc2nnc(-c3cc(OC)cc(OC)c3)o2)CC1
  A = nt	B = 0%	C = 7%[57.1 µM]	D = 11	E = nt	F = 2%	G = 0.2	H = 6%[57.1 µM]	I = 1%

5) CCN(CC)S(=O)(=O)c1cc(C(=O)OCC(=O)Nc2cccc(Br)c2)ccc1F
  A = 2	B = -15%	C = 4%[57.1 µM]	D = 11	E = 0.0	F = -1%	G = 0.3	H = 17%[57.1 µM]	I = -2%

6) Cc1ccc(N(C(=O)CNC(=O)c2ccco2)C(C(=O)NC2CCCC2)c2ccncc2)cc1C (stereo unspecified)
  A = -17	B = -17%	C = 12%[57.1 µM]	D = 7	E = 0.7	F = -1%	G = 1.9	H = 23%[57.1 µM]	I = -5%

7) CCOc1ccc(N(C(C)C(=O)NN=C2CCCCCCC2)S(C)(=O)=O)cc1 (stereo unspecified)
  A = 0	B = -16%	C = 0%	D = 6	E = -0.9	F = 5%	G = -1.1	H = 10%	I = -4%

8) O=c1c(-c2ccco2)[n+]([O-])c2ccccc2n1OCc1ccccc1[N+](=O)[O-]
  A = -2	B = -21%	C = -6%	D = 7	E = 0.2	F = -6%	G = 0.1	H = -28%	I = ?

9) CC(=O)Nc1ccc(CN2CCc3c([nH]c4ccccc34)C2c2ccccn2)cc1 (stereo unspecified)
  A = -12	B = -24%	C = -13%	D = -2	E = 0.4	F = -3%	G = 0.6	H = ?	I = 8%

10) Cc1ccc(-c2nc3c(c(=O)c4ccccc4n3C)c(=O)n2-c2ccc(F)cc2)cc1
  A = -17	B = -19%	C = 4%	D = -10	E = 1.5	F = 9%	G = 1.2	H = 30%	I = -4%

11) O=C(C1CCCN(S(=O)(=O)c2cc(Cl)ccc2Cl)C1)N1CCOCC1 (stereo unspecified)
  A = 1	B = -27%	C = 4%	D = -1	E = 0.2	F = -9%	G = -0.9	H = 16%	I = -7%

12) O=C(NC1CC1)c1cc(Cl)ccc1[N+](=O)[O-]
  A = -1	B = 5%	C = 8%[57.1 µM]	D = -1	E = 1.3	F = 0%	G = 0.4	H = 20%[57.1 µM]	I = -5%

13) CCOc1ccc(C2CC(=O)N(Nc3ccc([N+](=O)[O-])cc3[N+](=O)[O-])C2=O)cc1 (stereo unspecified)
  A = -1	B = -3%	C = 8%[57.1 µM]	D = 2	E = -0.8	F = 11%	G = -0.4	H = 6%[57.1 µM]	I = -8%

14) CCOC(=O)C1CCN(Cc2cnc(Oc3ccc(Cl)cc3C)s2)CC1
  A = nt	B = -12%	C = 2%	D = nt	E = nt	F = 5%	G = nt	H = 14%	I = 3%

15) Cc1ccc2nnn(Cc3cccc(C(C)(C)C)c3O)c2c1
  A = 6	B = -19%	C = -7%[57.1 µM]	D = -7	E = -0.4	F = 4%	G = 0.1	H = -1%[57.1 µM]	I = -5%

16) COc1ccc(C2(c3ccc(OC)cc3)NC(=O)N(CC(=O)Nc3ccccc3C)C2=O)cc1
  A = 4	B = -18%	C = -10%	D = 36*	E = 0.3	F = 0%	G = -0.8	H = 1%	I = 0%

17) O=C1CC(C(=O)Nc2ccc(F)c(Cl)c2)N=C(N2CCCCC2)N1 (stereo unspecified)
  A = 30*	B = -17%	C = 4%	D = 10	E = -0.3	F = 3%	G = 1.0	H = 10%	I = -5%

18) CCOC(=O)N1CCC(NC(=O)c2oc3c(c2C)-c2[nH]ncc2CC3)CC1
  A = -17	B = -8%	C = 9%	D = 2	E = 0.0	F = -2%	G = -0.4	H = -1%	I = -8%

19) COc1ccc(C)cc1NC(=O)CN(c1ccc(C)cc1)S(C)(=O)=O
  A = 2	B = -25%	C = -2%[57.1 µM]	D = 1	E = -0.7	F = 26%	G = -0.2	H = 3%[57.1 µM]	I = -1%

20) COCCOc1cc(COC)nc(-c2cccc(C)c2)n1
  A = -3	B = -7%	C = 0%	D = -3	E = -0.3	F = -2%	G = 0.8	H = 11%	I = -4%

21) Cc1ccc(C(=O)O)cc1NS(=O)(=O)c1ccc2ccccc2c1
  A = 1	B = -22%	C = -8%	D = 6	E = 0.9	F = 11%	G = 0.7	H = -11%	I = -3%

22) COc1ccc(CNC(=O)[C@H](C)N2C(=O)N3CCc4c([nH]c5ccc(OC)cc45)[C@@]3(C)C2=O)cc1
  A = 3	B = ?	C = 3%	D = -11	E = 0.3	F = -10%	G = 1.5	H = -1%	I = 1%

23) COc1cccc(/C=N/n2c(=S)n(C)c3cc(C)c(C)cc32)c1OC
  A = -21	B = -16%	C = 3%[0.457 µM]	D = 3	E = -0.1	F = 1%	G = 0.1	H = 27%	I = -4%

24) CC1CCN(S(=O)(=O)c2cccc(C(=O)NCc3ccco3)c2)CC1
  A = 9	B = -22%	C = -2%	D = 3	E = -0.4	F = 7%	G = -0.7	H = -12%	I = -8%

25) O=C(CNC(=O)c1ccc(Br)cc1)c1ccc(Br)cc1
  A = -5	B = -20%	C = 6%	D = -6	E = -1.4	F = 0%	G = -0.3	H = 25%	I = -15%

26) CN(C1CCCCC1)S(=O)(=O)c1ccc(SCC(=O)NC(C)(C)C)nc1
  A = 16	B = -18%	C = -3%	D = 0	E = 0.0	F = 1%	G = -0.4	H = 3%	I = 2%

11 of the compounds above, as tab-separated lines.
entry	Molecule	D2 antagonist	USP1 inh	TrxR1 substrate	TRHR PAM	D2 ag	mIDH1 inhibitor	TRHR ag	TrxR1 inh	Pin1 inhibitor
16	COc1ccc(C2(c3ccc(OC)cc3)NC(=O)N(CC(=O)Nc3ccccc3C)C2=O)cc1	4	-18%	-10%	36*	0.3	0%	-0.8	1%	0%
17	O=C1CC(C(=O)Nc2ccc(F)c(Cl)c2)N=C(N2CCCCC2)N1 (stereo unspecified)	30*	-17%	4%	10	-0.3	3%	1.0	10%	-5%
18	CCOC(=O)N1CCC(NC(=O)c2oc3c(c2C)-c2[nH]ncc2CC3)CC1	-17	-8%	9%	2	0.0	-2%	-0.4	-1%	-8%
19	COc1ccc(C)cc1NC(=O)CN(c1ccc(C)cc1)S(C)(=O)=O	2	-25%	-2%[57.1 µM]	1	-0.7	26%	-0.2	3%[57.1 µM]	-1%
20	COCCOc1cc(COC)nc(-c2cccc(C)c2)n1	-3	-7%	0%	-3	-0.3	-2%	0.8	11%	-4%
21	Cc1ccc(C(=O)O)cc1NS(=O)(=O)c1ccc2ccccc2c1	1	-22%	-8%	6	0.9	11%	0.7	-11%	-3%
22	COc1ccc(CNC(=O)[C@H](C)N2C(=O)N3CCc4c([nH]c5ccc(OC)cc45)[C@@]3(C)C2=O)cc1	3	?	3%	-11	0.3	-10%	1.5	-1%	1%
23	COc1cccc(/C=N/n2c(=S)n(C)c3cc(C)c(C)cc32)c1OC	-21	-16%	3%[0.457 µM]	3	-0.1	1%	0.1	27%	-4%
24	CC1CCN(S(=O)(=O)c2cccc(C(=O)NCc3ccco3)c2)CC1	9	-22%	-2%	3	-0.4	7%	-0.7	-12%	-8%
25	O=C(CNC(=O)c1ccc(Br)cc1)c1ccc(Br)cc1	-5	-20%	6%	-6	-1.4	0%	-0.3	25%	-15%
26	CN(C1CCCCC1)S(=O)(=O)c1ccc(SCC(=O)NC(C)(C)C)nc1	16	-18%	-3%	0	0.0	1%	-0.4	3%	2%

These rows are one share of the data; rates above refer to the full screens.
